LYP inhibition: inhibitors of LYP phosphatase, biochemical, fluorescence intensity, uHTS (AID 1779); 290,000 tested, 0.054% active; recombinant LYP phosphatase, fluorescence intensity; higher % means a stronger effect; inhibition, % at 11.5 µM; hits with a dose series show IC50 in µM;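 also: plate controls were vehicle with enzyme for no effect and no enzyme for full effect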
KOR beta-arrestin-1: KOR antagonists, beta-arrestin recruitment, cell-based, luminescence, uHTS (AID 1778). KOR beta-arrestin recruitment, luminescence, antagonist mode; higher % means a stronger effect. inhibition, % at 10 µM; hits with a dose series show IC50 in µM. 290,000 tested, 0.091% active; also: strong numbers were not always called active
TNAP activators: human TNAP enzyme activators, primary screen, biochemical, luminescent, no phosphate acceptor, uHTS (AID 1001) | activation fold at 20 µM; hits with a dose series show EC50 in µM | purified TNAP, luminescent activation assay, no phosphate acceptor; higher activation fold means a stronger effect | 200,000 tested, 0.03% active; in the data active = activation fold from about 3, or a potency from the dose series; inactive = the rest, 99 in 100 with activation fold below about 1.6; also: many of its hits are not listed in these tables
PMI inhibitors: MPI enzyme activity inhibition – biochemical, fluorescence intensity, coupled assay, primary screen (AID 1209); purified PMI enzyme, coupled fluorescence intensity; higher % means a stronger effect; one-dose inhibition, % at 20 µM; IC50 in µM for titrated hits; 190,000 tested, 0.42% active;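 also: plate controls were DMSO vehicle for no effect and wells lacking substrate for full effect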
XIAP antagonists: small molecules displacing peptide from XIAP – biochemical, IAP family, fluorescence polarization (AID 1018) | XIAP BIR domain, fluorescence polarization peptide displacement; higher % means a stronger effect | 200,000 tested, 0.007% active | displacement, % at 20 µM; hits with a dose series show IC50 in µM; in the data active = displacement above about 50%; also: a part of the inactive calls stands beside numbers as strong as those of hits
NOD1 NF-kB reporter: inhibition of NOD1-driven NF-kB reporter – cell-based, luminescence, uHTS, primary screen (AID 1578). NOD1-driven NF-kB luciferase reporter cells, luminescence; higher % means a stronger effect. inhibition, % at 4 µM; hits with a dose series show EC50 in µM. 290,000 tested, 1% active; in the data active = inhibition mostly above about 36%, no sharp cut-off; inactive = mostly below about 34%;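 also: HEK-293T reporter cells stimulated with the NOD1 agonist gamma-tri-DAP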
HEK293 NOD2/NF-kB: NOD2 signaling inhibitors, cell-based, luminescence, uHTS, HEK293 (AID 1566) | inhibition, % at 4 µM, or EC50 in µM where a hit was titrated | HEK293 NOD2/NF-kB luciferase reporter, luminescence; higher % means a stronger effect | 290,000 tested, 0.63% active; also: many of its hits are not listed in these tables
PMI inhibition: human PMI inhibitors, high substrate, primary screen, biochemical, fluorescence intensity, high mannose 6-phosphate (AID 1220). one-dose inhibition, % at 20 µM; IC50 in µM for titrated hits. 190,000 tested, 0.66% active. recombinant PMI enzyme, coupled fluorescence intensity; higher % means a stronger effect
KOR beta-arrestin-2: KOR agonists, beta-arrestin recruitment, primary screen, cell-based, luminescence, uHTS (AID 1777); KOR beta-arrestin recruitment, luminescence; higher % means a stronger effect; one-dose activation, % at 10 µM; EC50 in µM for titrated hits; 280,000 tested, 0.02% active; in the data active = activation above about 50%, passing the limit was not always enough; also: a part of the inactive calls stands beside numbers as strong as those of hits
An asterisk follows results filed as active; . = not tested or not shown; [ ] = dose if it differs, or a comment. Rule as the data show it, unless noted: active = inhibition above about 50%; inactive = the rest.

nr	canonical_smiles	LYP inhibition	KOR beta-arrestin-1	TNAP activators	PMI inhibitors	XIAP antagonists	NOD1 NF-kB reporter	HEK293 NOD2/NF-kB	PMI inhibition	KOR beta-arrestin-2
1	C=CCOc1ccc(Oc2cc(C)nc(SC)n2)nn1	-3%	5%	1.1	-4%	-5.1%	-33%	5%	-6%	-1.2%
2	O=C(OCCN1CCCCC1)c1cccc(F)c1	-2%	2%	.	.	.	-22%	-1%	.	-1.5%
3	CCSc1ncnc2c1oc1ccccc12	-6%	14%	1.1	5%	-3.3%	8%	4%	3%	-3.1%
4	CC(C)CC(=O)NC1(C(F)(F)F)C(=O)Nc2c1c(=O)n(C)c(=O)n2C (stereo not given)	-1%	1%	1.1	6%	-5.0%	-8%	-6%	2%	6.8%
5	c1ccc(Nc2scc(-c3ccccc3)[n+]2Cc2ccco2)cc1	-1%	22%	1.2	-28%	-3.4%	-10%	-50%	-26%	-5.6%
6	COC(=O)c1sc(NC(=O)c2ccco2)c(C#N)c1C	-4%	21%	.	.	.	-1%	-17%	.	1.4%
7	Cc1c(C(=O)NCC2CCCO2)oc2ccc(S(=O)(=O)N3CCCCC3)cc12 (stereo not given)	-2%	-31%	1	-7%	-5.9%	-20%	17%	-7%	3.4%
8	CC12CCC(c3c1nc1ccccc1[n+]3[O-])C2(C)C (stereo not given)	-7%	-4%	0.9	-10%	-7.8%	1%	24%	-1%	-3.3%
9	Cc1ccccc1CS(=O)(=O)Cc1ccc(C(=O)NC2CCCC2)o1	-12%	-4%	.	.	.	-5%	6%	.	-2.0%
10	S=C(Nc1ccc2c(c1)OCO2)N1CCN(Cc2ccco2)CC1	-4%	8%	1.1	17%	-1.5%	-27%	-40%	25%	-1.5%
11	CCN(CC)C(=O)CCCC(=O)N(CC)CC	-1%	0%	1.1	-1%	-8.3%	-41%	6%	0%	0.1%
12	O=C(CSc1nncn1-c1ccccc1)Nc1ccccc1F	-9%	-27%	.	.	.	-5%	-15%	.	1.8%
13	c1ccc(C(c2nnnn2C2CCCC2)N2CCN(c3ccccc3)CC2)cc1 (stereo not given)	0%	-21%	1	-16%	-3.2%	-29%	0%	-24%	-1.4%
14	O=[N+]([O-])/C(N=Nc1ccccc1)=N\Nc1ccccc1	-6%	-38%[20 µM]	1.1	-55%	-5.2%	-20%	5%	-27%	-3.8%
15	Cn1c(=O)n(C)c2cc(S(=O)(=O)Nc3ccccc3)ccc21	0%	6%	1.1	1%	-8.3%	-39%	8%	1%	-3.9%
16	CC(=O)c1cc2c(cc1NC(=O)CSc1nc3ccc(C)cc3[nH]1)OCO2	-6%	-12%	1.5	14%	-5.4%	10%	-15%	10%	-1.7%
17	COc1ccc(C(c2nnnn2CCc2ccccc2)N2CCN(C3CCCC3)CC2)cc1OC (stereo not given)	-5%	-6%	1.1	-12%	-4.9%	-11%	10%	-20%	-3.9%
18	O=C(CN(C(=O)CCC(=O)Nc1nccs1)c1ccc2c(c1)OCO2)NCc1ccccc1	-6%	-25%	.	.	.	48%	-9%	.	5.1%
19	O=C1C(C=NCC2CCCO2)=C(O)c2ccccc21 (stereo not given)	-8%	4%	1.1	-1%	-0.8%	-17%	-26%	-1%	2.2%
20	Cc1cc(C)c2c(NC(=S)NC(=O)c3ccccc3)n[nH]c2n1	-5%	8%	1.4	7%	-11%	-32%	-6%	11%	-3.3%
21	Cn1c(C(=O)NCCN2CCCCCC2)cc2c(=O)n(C)c3ccccc3c21	-4%	42%	1.1	-1%	-1.9%	6%	-20%	-2%	10%
22	Cc1nc(C)c(C(=O)C2=C(O)C(=O)N(CCN(C)C)C2c2cccs2)s1 (stereo not given)	-1%	-18%	1.1	6%	-7.7%	-4%	1%	15%	2.6%
23	NC(=O)c1ccccc1N/C=C/C(=O)c1cccs1	1%	-20%	1	-13%	-5.7%	-20%	-89%	-8%	9.8%
24	COc1cc(F)ccc1S(=O)(=O)N1CCN(Cc2ccccc2)CC1	-7%	-43%[20 µM]	.	.	.	-30%	16%	.	-0.3%
25	CCOc1cc(S(=O)(=O)N(CC)CC)ccc1F	-1%	-2%	1.1	1%	-2.7%	0%	-2%	1%	3.1%
26	O=C1CCCc2nc(N3CCN(C(=O)c4ccco4)CC3)ncc21	2%	6%	.	.	.	-41%	-26%	.	-1.7%
27	CCO[C@@H]1OC(C(=O)NC2CC2)=C[C@H](c2ccc(Br)cc2)[C@H]1CCCO	-8%	-5%	.	.	.	-10%	-5%	.	1.3%
28	Cc1ccc(C(=O)Cn2c(-c3ccccc3)noc2=O)cc1	-3%	-13%[20 µM]	1.1	-9%	-10%	-21%	-37%	2%	.
29	COC(=O)c1ccccc1NC(=O)C1CCN(C(=O)N2CCOc3ccccc32)CC1	1%	-20%[20 µM]	.	.	.	-16%	13%	.	4.8%
30	CCCc1nc(SCC(=O)N2CCc3ccccc32)c2c(C)c(C)sc2n1	8%	-18%	1	7%	-4.4%	2%	22%	-6%	6.0%
31	Cc1ccc(NC(=O)COC(=O)C2C3CC4OC(=O)C2C4C3)cc1 (stereo not given)	0%	10%	.	.	.	-35%	1%	.	1.1%
32	COc1ccc(C(=O)N(Cc2ccccc2)Cc2cc3cc4c(cc3[nH]c2=O)OCCO4)cc1	-4%	-30%	1.1	9%	-6.4%	24%	-38%	9%	6.7%
33	N#CC(C(=O)OCc1ccccc1)c1nc2ccccc2nc1N1CCOCC1 (stereo not given)	-2%	4%	1	17%	-3.4%	11%	8%	12%	-4.5%
34	CCC(=O)N(Cc1cc2cc(OC)ccc2[nH]c1=O)c1ccc(C)cc1C	-5%	-23%	1.1	-12%	-5.4%	-1%	17%	2%	-5.1%
35	CCSc1nnc(NC(=O)CSc2nnc(CNC(=O)c3ccccc3F)o2)s1	-7%	-26%	1	-39%	-10%	34%	10%	-86%	3.0%
36	C/C=C(/C(=C/C)c1ccc(O)cc1)c1ccc(O)cc1	-3%	-18%	1	11%	-12%	-39%	3%	14%	0.0%
37	COc1cc2ccccc2cc1C(=O)O	-14%	-49%	1.1	12%	-2.1%	-11%	-8%	5%	-5.1%
38	CCN(CC)CC(O)CCCCCCCCC(=O)OC (stereo not given)	-16%	44%	.	.	.	-6%	-4%	.	4.9%
39	CC1CCCCN1CCCNC(=O)c1cc(Br)c(Br)[nH]1 (stereo not given)	-6%	-12%	1	-5%	-5.8%	-14%	23%	1%	6.1%
40	COCc1cc(=O)[nH]c(Nc2nc(C)c3ccccc3n2)n1	-4%	-14%	2.3	-1%	2.2%	-15%	0%	-1%	2.6%
41	COc1ccc(/C=N/n2cnnc2)cc1Cn1nc(C)c([N+](=O)[O-])c1C	-6%	-9%[20 µM]	1	-2%	0.3%	0%	28%	-3%	-5.9%
42	Cc1nc2ccccc2c(=O)n1NC(=O)C1CCCCC1	-6%	43%	1	5%	0.9%	-9%	6%	9%	-5.3%
43	O=C(N/N=C/c1ccc([N+](=O)[O-])o1)c1cn(-c2ccccc2)nc1-c1ccccc1	10%	-27%	1.1	-16%	0.9%	-32%	22%	-13%	-7.7%
44	COCc1cc(C)nc(OCC(=O)N/N=C\c2cc(C)n(-c3cccc(C(F)(F)F)c3)c2C)c1C#N	5%	-12%	1.1	6%	-2.4%	13%	-6%	1%	0.4%
45	COc1ccc(NC(=O)Nc2ccc3nc(C)c(C)nc3c2)cc1	-4%	24%	0.8	1%	-7.1%	-52%	13%	14%	-4.6%
46	O=C(Cc1ccccc1)NC(NC(=O)Cc1ccccc1)c1cccc([N+](=O)[O-])c1	3%	-9%	1	-4%	-7.1%	-22%	5%	-2%	2.8%
47	C/C(=N\NS(=O)(=O)c1ccccc1)c1ccc2c(c1)OCCO2	1%	-13%	1.3	-11%	4.8%	-25%	-3%	-12%	3.4%
48	O=C(O)C1CC(=O)N(Cc2ccc3c(c2)OCO3)C1 (stereo not given)	-5%	18%	1.1	10%	-0.9%	.	1%	4%	-1.9%
49	Cn1nnnc1SCC(=O)C(C)(C)C	-6%	16%	1	1%	-4.5%	18%	5%	3%	-5.8%
50	C/C(=N\OCc1nc2ccccc2c(=O)n1/N=C/c1cc([N+](=O)[O-])ccc1O)c1ccccc1	0%	2%	.	.	.	-5%	33%	.	2.6%
51	CC(C)CCNC(=O)C1CCN(C(=O)N(C)C)CC1	-6%	26%	1.1	2%	-2.6%	-6%	9%	9%	-5.0%
52	COc1ccccc1NC(=O)CC(=O)Nc1ccccc1OC	-7%	24%	.	.	.	0%	9%	.	-12%
53	CC(/C=C1\N=C(SCc2ccccc2Cl)SC1=O)=C\c1ccccc1	0%	-15%	1	0%	-2.6%	14%	22%	-1%	4.5%
54	Cc1nc2nc[nH]n2c(=O)c1CCOC(=O)c1ccccc1F	-4%	-26%	1.1	-6%	2.5%	-24%	12%	-9%	-4.2%
55	CCCS(=O)(=O)N1CCCC(c2nc(-c3cccc(OC)c3)no2)C1 (stereo not given)	-9%	-38%	1.1	1%	0.6%	-32%	0%	8%	12%
56	COc1ccc(NC(=O)C(C)N2c3cccc4cccc(c34)S2(=O)=O)c(OC)c1 (stereo not given)	-4%	16%	.	.	.	-13%	2%	.	0.3%
57	Oc1c(CN2CCCCC2)cc(COCc2ccccc2)c2cccnc12	-6%	24%	1.8	47%	-3.6%	-35%	-56%	23%	-1.6%
58	NS(=O)(=O)c1cccc(NC(=O)COC(=O)c2cc(-c3ccc(Cl)cc3)nc3ccccc23)c1	-3%	-16%	1	-6%	9.8%	4%	-19%	-27%	-2.7%
59	NC(=O)CC[C@H](NC(=O)c1ccc(F)cc1)C(=O)OCC(=O)NCc1ccc(F)cc1	-6%	7%	1.1	-4%	-3.2%	-22%	11%	-3%	-1.8%
60	CC(=O)NC(=S)Nc1ccc(NC(=S)NC(=O)c2ccc([N+](=O)[O-])cc2)cc1	-8%	0%	.	.	.	-8%	14%	.	-2.1%
61	Cc1cccn2c(=O)c(C=O)c(N3CC(C)OC(C)C3)nc12 (stereo not given)	1%	-41%[20 µM]	1	-5%	-6.8%	-20%	6%	-5%	.

6 compounds picked at random from those above, as already listed:
nr	canonical_smiles	LYP inhibition	KOR beta-arrestin-1	TNAP activators	PMI inhibitors	XIAP antagonists	NOD1 NF-kB reporter	HEK293 NOD2/NF-kB	PMI inhibition	KOR beta-arrestin-2
39	CC1CCCCN1CCCNC(=O)c1cc(Br)c(Br)[nH]1 (stereo not given)	-6%	-12%	1	-5%	-5.8%	-14%	23%	1%	6.1%
59	NC(=O)CC[C@H](NC(=O)c1ccc(F)cc1)C(=O)OCC(=O)NCc1ccc(F)cc1	-6%	7%	1.1	-4%	-3.2%	-22%	11%	-3%	-1.8%
36	C/C=C(/C(=C/C)c1ccc(O)cc1)c1ccc(O)cc1	-3%	-18%	1	11%	-12%	-39%	3%	14%	0.0%
48	O=C(O)C1CC(=O)N(Cc2ccc3c(c2)OCO3)C1 (stereo not given)	-5%	18%	1.1	10%	-0.9%	.	1%	4%	-1.9%
61	Cc1cccn2c(=O)c(C=O)c(N3CC(C)OC(C)C3)nc12 (stereo not given)	1%	-41%[20 µM]	1	-5%	-6.8%	-20%	6%	-5%	.
58	NS(=O)(=O)c1cccc(NC(=O)COC(=O)c2cc(-c3ccc(Cl)cc3)nc3ccccc23)c1	-3%	-16%	1	-6%	9.8%	4%	-19%	-27%	-2.7%

Only part of the results is shown, so the mix of outcomes need not match the whole.
